esBAF inh – Bmi1 luciferase reporter increase in mESCs, primary screen, esBAF inhibitor project, mouse ES cells, Bmi1 luciferase knock-in, single point; 24 h; 100% = twice the neutral-well signal; reporter increase, % at 12.5 µM; 2% of 350,000 active; in the data active = activation above about 40%; inconclusive = no clear call, values can overlap the other calls;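 also: 0% = median of the plate's neutral control wells and 100% = double that signal; a rise in the Bmi1 reporter signal indicates esBAF inhibition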
* = called active by the depositor; ? = inconclusive.

SMILES | esBAF inh
CS(=O)(=O)c1sc2nc(-c3cccs3)cc(-c3ccccc3)c2c1N | -9.7
CCOc1ccc(N=C2NC(=O)S/C2=C\c2ccc(Cl)cc2)cc1 | -17.4
CCn1c(=O)cc(SCC(=O)N2CCC(C)CC2)c2ccccc21 | -8.7
O=C(Nc1cccnc1)c1c(O)c2cccc3c2n(c1=O)CC3 | 16.7
Oc1c(N=Nc2ccccn2)ccc2ccccc12 | -76.2
COc1ccc(OC)c(S(=O)(=O)Nc2ccc(Oc3ccccc3)cc2)c1 | 9.5
CC(C(=O)O)N1C(=O)CSc2ncccc21 (centres undefined) | -2.5
Cc1cc(C)cc(OCC(=O)Nc2cccc(C(=O)O)c2)c1 | 13.5
COC(=O)N1CC(c2ccccc2)CC1=O (centres undefined) | 3.6
Cc1c(NC(=O)c2cc3nc(-c4ccc(Br)cc4)cc(C(F)(F)F)n3n2)c(=O)n(-c2ccccc2)n1C | -23.9
C=CCn1c(CC(=O)Nc2cccc(OC)c2)nnc1SCC(=O)NC1CCCCC1 | -9.7
O=c1oc(-c2ccco2)nc2ccccc12 | 8.8
CCOC(=O)c1cccc(NC(=O)CCn2cccc2)c1 | -2.1
CCOC(=O)Cn1nnc(-c2ccc(S(C)(=O)=O)cc2)n1 | -7.8
Nc1n[nH]c(-c2ccc(Br)cc2)c1Cl | 2.3
Cc1nnc(SCCn2c(Br)nc3c2c(=O)[nH]c(=O)n3C)s1 | -0.3
CC(=O)Nc1ccc(NC(=O)CNS(=O)(=O)c2ccc(C)cc2)cc1 | 0.6
CC(/C=C/c1ccco1)=N\NC(=O)c1cc(C)[nH]n1 | 2.6
Cc1ccc2cccc(Oc3nnnn3-c3ccccc3)c2n1 | -0.4
O=C(CC1COc2ccccc2O1)Nc1ccccn1 (centres undefined) | 4.3

A few values from above.
esBAF inh result of CCOC(=O)c1cccc(NC(=O)CCn2cccc2)c1 is entered as -2.1
esBAF inh result of CCOC(=O)Cn1nnc(-c2ccc(S(C)(=O)=O)cc2)n1 is entered as -7.8
esBAF inh result of Nc1n[nH]c(-c2ccc(Br)cc2)c1Cl is entered as 2.3
esBAF inh result of CC(/C=C/c1ccco1)=N\NC(=O)c1cc(C)[nH]n1 is entered as 2.6
esBAF inh result of C=CCn1c(CC(=O)Nc2cccc(OC)c2)nnc1SCC(=O)NC1CCCCC1 is entered as -9.7

Quoted at random: 2 entries already listed, in no set order.
SMILES | esBAF inh
CCOC(=O)c1cccc(NC(=O)CCn2cccc2)c1 | -2.1
C=CCn1c(CC(=O)Nc2cccc(OC)c2)nnc1SCC(=O)NC1CCCCC1 | -9.7

Carrying on.
SMILES | esBAF inh
Cc1cccc(CN2CCN(CC(=O)NCc3cccs3)C2=O)c1 | 0.5
Cc1cccc(OCCCC(=O)Nc2ccc3c(c2)OCO3)c1 | 5.4
Cc1cccc(C(=O)NC2CC(C)(C)NC(C)(C)C2)c1 | -6.6
Cc1ccc(-c2cc(C(F)F)nc(NCC3CCCO3)n2)cc1 (centres undefined) | 13.7
CCOC(=O)C1C(=O)CC(C)(O)C(C(=O)OCC)C1c1ccc(OCC)cc1 (centres undefined) | -9.3
O=C(CSc1nc2ccccc2[nH]1)Nc1cc(C(F)(F)F)ccc1N1CCOCC1 | -3.4
CCOC(=O)c1sc(N)c(C#N)c1CSc1nc2ccc(OCC)cc2[nH]1 | 15.1
CCOc1cc(CNc2ccc3c(c2)OCCO3)cc(Br)c1OC | -57.3
CCn1c(SCC(=O)Nc2ccc(S(N)(=O)=O)cc2)nnc1-c1ccccc1OC | 0.9
CCc1c(C)c2ccc(OCC(=O)OC)cc2oc1=O | -5.6
Cc1oc(-c2cccs2)nc1CSCC(=O)NC1CC1 | -11.6
Cc1ccc(CSc2nc3c(cc2C#N)CCC3)cc1 | 14.0
CCN(CC)CC#CC(C)(C)OC(C)=O | -1.8
CCOC(=O)CSc1nc2c(sc(=S)n2Cc2ccco2)c(=O)n1-c1ccc(F)cc1 | -9.2
CCCc1cc2c(cc1NC(=O)c1ccc(C)cc1)OCO2 | 27.9
CCOC(=O)c1cc2c(ccn2C)n1CC(=O)N1CCC(Cc2ccccc2)CC1 | -4.3
CS(=O)(=O)N(CCc1ccccc1)CC(=O)NCC1CCCO1 (centres undefined) | 13.1
CCOc1cc(CNc2cccc3ccccc23)cc(Br)c1OCC(=O)NC(C)(C)C | -2.1
CN(c1cccc(NC(=O)Nc2ccc(Cl)cc2)c1)S(C)(=O)=O | 50.6*
CC(C)NC(=O)NC(=O)COc1cccc2c1OC(C)(C)C2 | -11.0
CCc1ccccc1N1CCN(S(=O)(=O)c2ccc(F)c(C)c2)CC1 | 10.1
O=C(Nc1ccc(Cl)cc1-c1nc2ccccc2s1)c1ccco1 | 12.0
CCOC(=O)C1C(=O)C(C(=O)OCC)C(c2cccnc2)NC1c1cccnc1 (centres undefined) | -14.9
O=C(CSc1nc(-c2ccccc2)c(-c2ccccc2)[nH]1)NCCN1C(=O)CSC1=O | -13.5
CCOC(=O)N1CCN(C(=O)CNC(=O)Cc2ccc(Cl)cc2)CC1 | -6.9
Cn1c(NC(=O)c2cccnc2)nc2ccccc21 | 32.1
Cc1ccc(S(=O)(=O)Nc2nc3ccccc3nc2NCc2ccco2)cc1 | 92.2*
COC(=O)CSc1nnc(-c2ccccc2O)n1-c1ccc(C)cc1 | -11.4
Cc1ccc(CNC(=O)CSc2c3c(nc4ccc(Cl)cc24)CCCC3)o1 | 1.2
O=C1N=c2ccccc2=C1c1sc(=S)n(CC2CCCO2)c1O (centres undefined) | 5.4
CS(=O)(=O)N(CC(N)=O)c1ccc2c(c1)OCO2 | -0.2
CC(=O)NCC(=O)OCC(=O)c1ccc(C)cc1 | -8.6
COc1ccc(CCNC2CC(=O)N(CCc3ccc(OC)c(OC)c3)C2=O)cc1OC (centres undefined) | -7.5
CCOC(=O)CCCNC(=O)CCNC(=O)c1ccc(OCC)cc1 | -2.5
Cc1ccc(NC(=O)C(CC(C)C)NC(=O)C2CCC(C)CC2)nc1 (centres undefined) | 4.1
COc1ccc(OC)c(NC(=O)CCN2CCCC(C)C2)c1 (centres undefined) | 2.5
CCOC(=O)C1CCN(C(=O)c2cc(S(=O)(=O)N3CCOCC3)c(Cl)cc2Cl)CC1 | 3.8
COc1ccccc1-c1nc(C(N)=O)c2[nH]c(=O)n(-c3cccc(C)c3)c2n1 | -7.2
c1ccc(CSc2nnc(-c3ccco3)c(-c3ccco3)n2)cc1 | 5.5
COc1cc(/C=N/NC(=O)c2ccncc2)ccc1OC(=O)c1ccc([N+](=O)[O-])cc1 | -3.9
COc1ccc(CN2CCCCCC2)c(C)c1C | -0.7
O=C(OCc1ccccc1)C1CCCN1C(=O)c1ccccc1[N+](=O)[O-] (centres undefined) | -10.6
COc1cccc(C(=O)N(C)c2nnc(-c3ccncc3)s2)c1 | 11.3
COC(=O)c1ccc(Oc2nc(C)cc(Oc3ccccc3)n2)cc1 | -2.7
Cc1ccc(Cn2ccc(NC(=O)c3cc(-c4ccc(F)cc4)on3)n2)cc1 | 4.2
Cn1c(C(=O)N2CCCC(C(=O)NCCc3ccccc3)C2)cc2sccc21 (centres undefined) | 19.8
O=C(COC(=O)C12CC3CC(CC(C3)C1)C2)NCCc1ccccc1 | 7.1
O=C(O)c1cccc2c(/C=N/Nc3ccccn3)c[nH]c12 | -0.8
Nn1cnnc1N/N=C/c1cc(Br)cc(Br)c1O | 2.6
CCOc1ccccc1OCC(=O)Nc1ccc(S(=O)(=O)Nc2ncccn2)cc1 | -3.1
Later entries:
SMILES | esBAF inh
Nn1c(SCC(=O)Nc2ccc3c(c2)OCO3)nnc1C1CC1 | 3.2
COc1ccc(Cl)cc1S(=O)(=O)N1CCCC1 | -0.2
CCCCn1nnc(NC(=O)COc2ccc(Cl)c(C)c2)n1 | -6.2
Cc1ccccc1N(CC(=O)N/N=C/c1ccc(N(C)C)cc1)C(=O)c1ccccc1 | 27.3
COC(=O)c1ccc(=O)n(-c2ccc(OC)cc2)c1 | -1.4
COc1cc2c(cc1OC)-c1cc(N3CCCCCC3)nc(=O)n1CC2 | 1.5
CCS(=O)(=O)NCc1cn2ccsc2n1 | 0.8
COCCn1nnnc1C(C(C)C)N1CCC(Cc2ccccc2)CC1 (centres undefined) | 4.0
NNC(=O)CN1C(c2ccc(Cl)cc2)=Nc2ccc(Br)cc2C1c1ccccc1 (centres undefined) | 1.0
Cc1ccccc1-n1ncc2c([N+](=O)[O-])cc([N+](=O)[O-])cc21 | -1.6
CCc1ccccc1NC(=O)N[C@@H](C)C(=O)OC | -7.7
CCOC(=O)CSc1nnc(CNc2ccc(Cl)cc2)n1Cc1ccccc1 | -6.1
CCCCOC(=O)c1ccc(NC(=O)C2CCCO2)cc1 (centres undefined) | 21.1
O=C(NCC12CC3CC(C1)CC(CNC(=O)N1CCCC1)(C3)C2)N1CCCC1 | -8.5
COc1ccc2nc(NC(=O)Cn3cnc4c(=O)n(C)c(=O)n(C)c43)sc2c1 | 4.0
O=C(O)CCS(=O)(=O)c1cccc2cccnc12 | -0.4
CC(C)C(OC(=O)c1cc2sccc2n1C)C(=O)NCC1CCCO1 (centres undefined) | 8.6
Nc1nnc(-c2ccco2)s1 | 4.7
O=C(CCN1CCN(c2ccccc2)CC1)Nc1ccccc1F | 5.3
Cc1ccc(NC(=O)C2C3CCCC2C3c2ccccc2)cc1C (centres undefined) | -2.3
Cc1ccc(OCc2nc(-c3ccc(Cl)cc3)n[nH]2)cc1 | 4.0
Nn1c(SCC(=O)N2CCOCC2)nnc1-c1ccco1 | 3.3
O=C1NC(c2ccccn2)Nc2sc3c(c21)CCC3 (centres undefined) | 66.1*
O=C1c2ccccc2C(=Nc2ccccc2)C1c1cccc(Br)c1 (centres undefined) | 15.7
CCOC(=O)c1csc(NC(=O)c2ccc(S(=O)(=O)N(CC)CC)cc2)n1 | -2.3
COc1ccc(C)cc1C(=O)C1CC(C(=O)O)C(C)(C)C1C (centres undefined) | -1.2
Cc1cc(C)c(S(C)(=O)=O)c(S(=O)c2ccc(Cl)cc2)n1 (centres undefined) | 1.1
CCc1c(C)sc(NC(=O)c2cc(-c3ccco3)on2)c1C#N | 4.9
CC1(C)CC(=O)c2c(O)cc(O)cc2O1 | 11.6
Cc1csc(NC(=O)CSc2nnnn2C)n1 | 14.9
O=C(NCc1ccccn1)c1ccc(Cl)cc1Cl | 52.5*
Cc1ccc(S(=O)(=O)N[C@H](C(=O)N2CCC(C(=O)NCC(=O)O)CC2)C(C)C)cc1 | -5.6
CC(=O)c1ccc(N(C(=O)Cn2nnc3ccccc32)C(C(=O)NC2CCCCC2)c2cn(C)nc2C)cc1 (centres undefined) | 11.7
CC(NS(=O)(=O)c1ccc(F)cc1)C(c1cccs1)N1CCN(C)CC1 (centres undefined) | -4.0
CC(C)(C)NC(=O)Cn1c(SCC(=O)Nc2nccs2)nc2ccccc21 | -7.9
CCOc1ccc(C(C)=O)cc1N1C(=O)C2C3C=CC(O3)C2C1=O (centres undefined) | -6.8
CCn1nnc(C(=O)O)c1C(=O)O | -9.6
CCOC(=O)c1c(C)nc2sc(C(=O)Nc3ccc(C(C)=O)cc3)c(N)c2c1-c1ccc(OC)cc1 | -2.3
CCN(CC)S(=O)(=O)c1ccc2c3c(cccc13)C(=O)S2 | -4.4
S=c1[nH]nc2c3c4c(sc3ncn12)CCCC4 | -2.5
C=CCOC(=O)C1=C(C)NC(SCC(=O)OCC)=C(C#N)C1c1ccc(O)c(OC)c1 (centres undefined) | -10.0
Cc1ccccc1NC(=S)NC(NC(=O)C(C)(C)C)C(Cl)(Cl)Cl (centres undefined) | -7.5
COC(=O)C1(CCSC)NC(c2ccccc2OC)C2C(=O)N(C)C(=O)C21 (centres undefined) | -4.2
CCCCCCCCCS(=O)(=O)N/N=C/c1cccc([N+](=O)[O-])c1 | -4.1
CCN1c2ccccc2-c2nc3ccccc3n2C1c1cccnc1 (centres undefined) | -2.5
Cc1csc(NC(=O)Cc2c[nH]c3ccccc23)n1 | 61.3*
COCCn1nnnc1CN(CCc1ccc(OC)c(OC)c1)Cc1cc2ccc(C)cc2[nH]c1=O | 0.2
Cc1ccccc1NCCNc1ccccc1C | -1.9
CCCCC(=O)Nc1ccc2c(c1)OCCO2 | 1.4
CC(C)S(=O)(=O)C1=NSC2=NC(=O)/C(=C\c3ccc(-c4ccccc4)o3)C(=N)N21 | 3.4

Some of these compounds in order of their number in esBAF inh, falling.
structure	esBAF inh
Cc1csc(NC(=O)Cc2c[nH]c3ccccc23)n1	61.3*
CC(C)S(=O)(=O)C1=NSC2=NC(=O)/C(=C\c3ccc(-c4ccccc4)o3)C(=N)N21	3.4
COCCn1nnnc1CN(CCc1ccc(OC)c(OC)c1)Cc1cc2ccc(C)cc2[nH]c1=O	0.2
Cc1ccccc1NCCNc1ccccc1C	-1.9
COC(=O)C1(CCSC)NC(c2ccccc2OC)C2C(=O)N(C)C(=O)C21 (centres undefined)	-4.2
Cc1ccccc1NC(=S)NC(NC(=O)C(C)(C)C)C(Cl)(Cl)Cl (centres undefined)	-7.5

Later entries
SMILES | esBAF inh
COc1ccc2c(c1)CCc1c(C(=O)NCCCn3ccnc3)noc1-2 | 15.3
N#Cc1c2c(c(-c3ccco3)[nH]c1=O)CCCC2 | -0.4
CCN(CC)C(=O)CSc1nc2ccc(NC(=O)CSc3nccn3C)cc2s1 | 78.5*
COc1ncnc2c1NC1=C(S2)C(=NCCC(=O)O)CC(C)(C)C1 | -13.3
CCC1CCCCN1c1ccc([N+](=O)[O-])cc1/C=N/NC(=O)Cn1c2ccccc2c(=O)c2ccccc21 (centres undefined) | -0.4
Cc1ccc(-c2nc(-c3cccnc3)no2)c(C)c1 | 44.5*
COc1ccc(CCn2c(C)cc(C(=O)CSc3nnnn3C)c2C)cc1 | -7.1
COC(=O)c1cc(=O)n(C2CC2)c(=NC2CC2)s1 | -5.3
Cc1ccc(S(=O)(=O)NCc2ccc(C(=O)N3CCN(Cc4ccccc4)CC3)cc2)cc1 | -4.4
O=S(=O)(c1ccc(F)cc1)N1CN(Cc2ccco2)c2nc3ccccc3nc21 | ?
CCCOc1ccc(C(=O)NC(C)C(=O)O)cc1 (centres undefined) | -11.0

Not all compounds are listed; rates above refer to the full screens.
